Source: PubChem (The Scripps Research Institute Molecular Screening Center)
ASAP1 inh – ASAP1 ArfGAP inhibition. inhibition, % at 16.5 µM. ASAP1-stimulated ARF1 GTP hydrolysis, GDP FP detection. Q9ULH1. 0.19% of 360,000 active. AID 624377; in the data active means inhibition above about 25%;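 further: 0% = vehicle with enzyme and substrate and 100% = no enzyme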
TDP2 inh – TDP2 (human) inhibition, absorbance primary screen; O95551; recombinant TDP2, T5PNP hydrolysis, p-nitrophenol absorbance 415 nm; inhibition, % at 12.8 µM; 0.34% of 370,000 active; AID 720702;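 active means inhibition above the mean of all tested compounds plus 3 SD, set per campaign, cut at about 25% in these data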;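 further: 0% = DMSO with enzyme and 100% = buffer with substrate but no TDP2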
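Assay system: recombinant human TDP2 / Reagent: T5PNP substrate at 5 mM, a TopII-DNA adduct mimic / Measured by: epi absorbance from released p-nitrophenol / Evaluation: % inhibition relative to enzyme-containing and enzyme-free wells / Control set: enzyme-free and DMSO wells / Replicates: each compound tested once, singlicate / Schedule: enzyme reaction with compound for 2 h at 37 °C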
ADAM17 inh – inhibitors of human ADAM17 | P78536 | recombinant ADAM17, EDANS/DABCYL FRET peptide cleavage | inhibition, % at 6.95 µM | 0.83% of 370,000 active | AID 720648;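 active means inhibition above the mean of compounds lying between control limits plus 3 SD, set per campaign, cut at about 8.5% in these data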;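 further: 0% = DMSO-only wells as the low control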
Target sequence (P78536 215-824 limits assumed): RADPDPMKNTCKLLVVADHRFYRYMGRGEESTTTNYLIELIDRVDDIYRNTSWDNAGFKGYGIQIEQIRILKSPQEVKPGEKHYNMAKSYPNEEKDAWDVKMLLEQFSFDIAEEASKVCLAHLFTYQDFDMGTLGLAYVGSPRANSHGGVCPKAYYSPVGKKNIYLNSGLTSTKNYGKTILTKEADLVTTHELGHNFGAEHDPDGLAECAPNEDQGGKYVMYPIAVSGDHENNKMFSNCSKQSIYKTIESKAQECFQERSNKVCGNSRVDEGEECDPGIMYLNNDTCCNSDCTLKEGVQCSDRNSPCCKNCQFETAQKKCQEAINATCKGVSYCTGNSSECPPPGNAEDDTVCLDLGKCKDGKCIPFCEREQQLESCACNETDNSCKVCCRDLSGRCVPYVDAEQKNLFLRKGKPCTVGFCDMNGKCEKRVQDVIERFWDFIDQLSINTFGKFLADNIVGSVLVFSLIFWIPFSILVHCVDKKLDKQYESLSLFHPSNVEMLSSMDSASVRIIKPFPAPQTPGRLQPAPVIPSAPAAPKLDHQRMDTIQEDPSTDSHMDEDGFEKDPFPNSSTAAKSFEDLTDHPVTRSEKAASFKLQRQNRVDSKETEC
SIAE primary – blocks human sialic acid acetylesterase | Q9HAT2 | SIAE FP-Rh probe binding, fluorescence polarization | inhibition, % at 9.66 µM | 0.69% of 370,000 active | AID 1053197;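 active means inhibition above a cutoff: mean of compounds within the control limits plus 3 SD of those, cut at about 17% in these data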;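 further: 0% = plate median of compound wells and 100% = probe without SIAE protein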
PLCg1 inh – blocks human PLC-gamma1 enzyme activity | purified PLC-gamma1, fluorogenic substrate, fluorescence | P19174 | inhibition, % at 12.2 µM | 0.84% of 370,000 active; in the data active means inhibition above about 9.5%
PLC-beta3 inh – PLC-beta3 (human) inhibition, primary screen; Q01970; Purified PLC-beta3, fluorogenic substrate, fluorescence; inhibition, % at 12.2 µM; 0.18% of 370,000 active; in the data active means inhibition above about 11%;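 further: 0% = median of compound wells on plate and 100% = full blocker control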
Tn6 DDE FP – disrupts Tn6 cyclic peptide binding to fibrin D-Dimer-E complex; P02675; Fibrin DD(E) TRITC-Tn6 fluorescence polarization displacement; inhibition, % at 8.3 µM; 0.21% of 370,000 active;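 active means inhibition above a per-campaign cutoff: mean of compounds within control limits plus 3 SD, cut at about 15% in these data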;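 further: 0% = median of all compound wells on the plate and 100% = blocking peptide control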
DDE Tn7 FP inh – disrupts Tn7 cyclic peptide binding to fibrin D-Dimer-E complex; P02675; FP displacement of FITC-Tn7 peptide from fibrin DD(E); 0% = median of compound wells per plate; inhibition, % at 8.3 µM; 0.13% of 370,000 active; AID 720508;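 active means inhibition above the mean of compounds falling within the control limits plus 3 SD of them, cut at about 14% in these data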;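 further: 0% = plate median of compound wells and 100% = 10 µM Aha-Tn7 peptide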
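Also added: labelled Tn7 tracer, 0.1 µM; Assay system: human fibrin DD(E) protein; Amount: 2 µM fibrin DD(E); Schedule: 10 min compound pre-incubation, 3 h probe incubation at room temperature; Repeats: one replicate per compound; Read-out basis: percent inhibition; Measured by: fluorescence polarization of the labelled Tn7 tracer.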
ARFGAP1 inh – inhibitors of rat ARFGAP1; Q62848; Arfgap1-stimulated ARF1 GTP hydrolysis, GDP FP detection; inhibition, % at 16.5 µM; 0.26% of 360,000 active; AID 651572;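 active means inhibition above a per-plate limit, mean inhibition of low control wells plus 3 SD, cut at about 25% in these data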;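 further: 0% = DMSO wells with enzyme and 100% = wells lacking Arfgap1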
Target sequence (Q62848 1-136 limits assumed): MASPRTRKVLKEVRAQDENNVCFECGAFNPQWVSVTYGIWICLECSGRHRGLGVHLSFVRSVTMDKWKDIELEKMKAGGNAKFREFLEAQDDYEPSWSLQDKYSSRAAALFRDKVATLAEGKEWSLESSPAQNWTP
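Assay system: purified rat His6-Arfgap1 residues 1-136 (GAP domain); Reagent: human Δ17 ARF1 bound to GTP; Dosing: 16.5 µM single point, 1.26% DMSO; Times: GTP hydrolysis reaction 2 h at 25 °C; Signal: FP, GDP Alexa 633 tracer displaced from anti-GDP antibody, 620/688 nm; Measure: % inhibition from polarization.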
ADAM10 inh – inhibitors of human ADAM10; O14672; recombinant ADAM10, EDANS/DABCYL FRET peptide cleavage, 3 h; inhibition, % at 7 µM; 0.62% of 370,000 active;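 active means inhibition above a per-campaign cutoff equal to the mean of compounds falling between control-based bounds plus 3 SD, cut at about 20% in these data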;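 further: 0% = DMSO wells while the 100% control is not disclosed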
* hit, by the source's call; i = inactive; · = no result given.

Below each SMILES: ADAM10 inh	Tn6 DDE FP	ARFGAP1 inh	SIAE primary	PLC-beta3 inh	DDE Tn7 FP inh	PLCg1 inh	ASAP1 inh	ADAM17 inh	TDP2 inh
CC(C)=CCC[C@](C)(OC1OC(COC2OCC(O)C(O)C2O)C(O)C(O)C1O)C1CC[C@]2(C)C1C(O)CC1[C@@]3(C)CCC(O[C@@H]4O[C@H](CO)C(O)C(O)C4O[C@@H]4OC(CO)C(O)C(O)C4O)C(C)(C)C3CC[C@]12C (stereo partly drawn)
    0	-4	-6	-7	-5	10	-3	10	-7	4
COc1ccc(S(=O)(=O)N2CCC(C(=O)Nc3c(F)cccc3F)CC2)cc1
    -3	-3	6	-4	4	-6	4	-1	2	-10
C/C(=N\NC(=O)CCc1c(C)n[nH]c1C)c1ccc([N+](=O)[O-])cc1
    -3	6	5	-3	-9	-2	-1	1	2	10
Cc1ccc(CNC(=O)CNC(=O)c2ccco2)cc1
    -2	0	-2	4	3	1	3	-5	-3	12
COC(=O)[C@]12C[C@H](CC(=O)N3CCCC3)C(=O)N(Cc3ccccc3)C1=C[C@H](C(C)C)O[C@@H]2C1CC1
    1	-4	3	-1	3	-8	6	-3	2	-12
Cn1c(-c2ccc(Cl)cc2)cnc1NCc1cc2c(cc1[N+](=O)[O-])OCO2
    5	1	-1	7	-6	1	2	-4	6	15
c1ccc2sc(NN=C3CCCCCC3)nc2c1
    2	1	7	2	-21	4	-17	23	-3	-2
Nc1cc(S(=O)(=O)Nc2ccc(Br)cc2)ccc1Cl
    14	-5	3	-1	-11	1	-1	-14	5	8
COc1ccc(-n2c(SCC(=O)Nc3cccc(C(=O)O)c3)nnc2-c2ccco2)cc1
    -7	-1	0	-3	-4	2	-3	-3	-1	-3
C[n+]1cn(CC(O)COCc2ccccc2)c2ccccc21 (stereo not drawn)
    3	-4	-6	3	2	-5	-2	2	-3	6
COc1ccc(/C(O)=C2/C(=O)C(=O)N(c3ncccn3)C2c2ccc(OC)cc2)cc1 (stereo not drawn)
    -6	-3	-2	-4	-12	0	-4	-6	-6	5
CCOc1ccc(N(CC(=O)N2CCN(C(=O)CN(c3ccc(OCC)cc3)S(C)(=O)=O)CC2)S(C)(=O)=O)cc1
    0	0	1	7	-5	-3	4	-6	0	10
Cc1ccc(C(=O)NCCN2CCC(n3c(=O)[nH]c4ccccc43)CC2)cc1
    -17	-3	14	1	-3	0	-3	-10	-5	5
Cc1cccc(CSc2nnc(-c3ccco3)n2C)c1
    1	1	-2	2	7	2	5	1	1	-5
CC(C)C[C@H](NC(=O)[C@@H]1Cc2ccccc2CN1)C(=O)Nc1ccc(C(C)C)cc1
    0	-4	-6	3	-10	-3	-3	-7	-4	-9
O=c1[nH]nc(N/N=C/c2ccc(Cl)cc2Cl)c(=O)[nH]1
    5	-1	6	11	-84	2	-61	-3	3	8
Cc1ncc(CN2CCCC(C(=O)Nc3ccc(-c4cccc(F)c4)cc3)C2)cn1 (stereo not drawn)
    4	1	0	0	1	-1	1	-7	-1	2
O=C(Nc1cc2c3c(c1)CC(=O)N3CCC2)c1c(F)cccc1F
    -14	6	5	0	-11	0	0	-5	-2	-4
O=C(COc1ccccc1)N(Cc1nnc(-c2ccccc2Cl)o1)C1CC1
    -8	1	-5	-1	3	5	-1	10	-3	20
Cc1ccc(CNC(=O)C2CCCN(S(=O)(=O)c3c(C)n[nH]c3C)C2)cc1 (stereo not drawn)
    5	-4	-3	-1	-21	3	-3	-16	-4	-10

Below each SMILES: ADAM10 inh	Tn6 DDE FP	ARFGAP1 inh	SIAE primary	PLC-beta3 inh	DDE Tn7 FP inh	PLCg1 inh	ASAP1 inh	ADAM17 inh	TDP2 inh
Cc1ccc(S(=O)(=O)N(CC(=O)N2CCOCC2)c2ccc(Br)cc2)cc1
    -4	-4	3	-8	-6	1	-1	-1	-4	0
Cc1cccc(NS(=O)(=O)c2ccc(C(=O)NCC(c3ccco3)N3CCCCC3)cc2)c1C (stereo not drawn)
    1	5	6	-10	-4	2	-2	7	1	-1
CCCNC(=O)N1CCN(S(=O)(=O)c2ccc(C)cc2)CC1
    -6	-8	-1	1	1	-1	0	3	-3	12
O=[N+]([O-])c1ccc(OCCO)nc1
    2	-6	11	-3	-2	-1	0	7	-1	3
CC(C)(C)c1cc(NC(=O)C2CCCO2)no1 (stereo not drawn)
    0	-1	3	-6	4	-1	5	4	1	-4
Cc1ccc(-n2nnc3c(=O)n(CC(=O)N4CCOCC4)cnc32)cc1
    -2	1	0	-2	2	2	-1	2	-2	1
COc1ccc2c(COC(=O)[C@@H]3CCCN3S(=O)(=O)c3ccc(Cl)cc3)cc(=O)oc2c1
    i	-4	-5	-8	-113	-3	-109	1	-194	-4
N#Cc1c(-c2ccc(F)cc2)cc(C2CC2)nc1SCC(=O)c1cccs1
    1	-2	-7	6	-7	-3	-2	-2	0	-6
COc1cc(C(=O)N2CCN(S(=O)(=O)c3ccc(Cl)cc3)CC2)ccc1OCC(=O)N1CCOCC1
    -6	7	10	-1	-2	-10	-1	4	-3	-1
CCOc1ccc(CCNC(=O)Cn2nc(C)c3c(C)n(-c4ccccc4)nc3c2=O)cc1
    -1	11	6	-12	-7	1	0	0	2	-7
CC(C)(c1ccccc1)c1ccc(OCc2ccc(C(=O)O)o2)cc1
    -9	1	-16	0	-12	-1	-4	-4	-3	11
COc1ccc(Nc2nccc(-c3ccc(C#N)cc3)n2)cc1
    2	2	-4	2	1	2	-3	-6	-1	7
O=C(NCc1ccccc1)C1CCCN(S(=O)(=O)c2cccnc2)C1 (stereo not drawn)
    8	-3	-1	-5	2	6	-2	13	-6	10
OCC1CCCC(n2cnc3c(=S)nc[nH]c32)O1 (stereo not drawn)
    4	-2	0	2	-9	1	3	-5	-1	3
CCOC(=O)N1CCC(NC(=O)C2CCCN2C(=O)OCc2ccccc2)CC1 (stereo not drawn)
    -2	-2	0	5	3	9	0	6	-2	3
O=C(NC1CCCCCC1)C(Cc1ccccc1)n1cccc1 (stereo not drawn)
    1	1	-9	0	-6	-2	1	9	1	-4
Cc1cccc(N(C(=O)Cn2nnc(-c3ccccc3F)n2)C(C(=O)NC(C)(C)C)c2ccncc2)c1 (stereo not drawn)
    -7	-4	0	-2	-1	-2	2	-9	-4	7
Cc1ccsc1C(=O)NCc1ccccc1Cl
    1	8	11	-7	0	-3	2	-5	-1	-13
CC(C)C[C@H]1COc2cccc(N(C)CCO)c2S(=O)(=O)N1
    -11	0	-19	1	-4	-2	-2	12	-3	12
Nc1nc(-c2cc(-c3ccccc3)no2)cs1
    3	6	6	-7	-13	2	-8	5	-5	-4

Two records drawn at random from the list so far, as already listed:
Below each SMILES: ADAM10 inh	Tn6 DDE FP	ARFGAP1 inh	SIAE primary	PLC-beta3 inh	DDE Tn7 FP inh	PLCg1 inh	ASAP1 inh	ADAM17 inh	TDP2 inh
Nc1cc(S(=O)(=O)Nc2ccc(Br)cc2)ccc1Cl
    14	-5	3	-1	-11	1	-1	-14	5	8
COc1ccc(S(=O)(=O)N2CCC(C(=O)Nc3c(F)cccc3F)CC2)cc1
    -3	-3	6	-4	4	-6	4	-1	2	-10

Laid out differently: results already given.
SMILES	ADAM10 inh	Tn6 DDE FP	ARFGAP1 inh	SIAE primary	PLC-beta3 inh	DDE Tn7 FP inh	PLCg1 inh	ASAP1 inh	ADAM17 inh	TDP2 inh
C/C(=N\NC(=O)CCc1c(C)n[nH]c1C)c1ccc([N+](=O)[O-])cc1	-3	6	5	-3	-9	-2	-1	1	2	10
Cc1ccc(CNC(=O)CNC(=O)c2ccco2)cc1	-2	0	-2	4	3	1	3	-5	-3	12

New compounds follow:
Below each SMILES: ADAM10 inh	Tn6 DDE FP	ARFGAP1 inh	SIAE primary	PLC-beta3 inh	DDE Tn7 FP inh	PLCg1 inh	ASAP1 inh	ADAM17 inh	TDP2 inh
COc1ccc2nc(NC(=O)CSc3nccc(C)n3)sc2c1
    1	-13	10	1	0	9	-2	-1	-5	14
C[C@@H]1CCCCO[C@H](CN(C)C(=O)Nc2ccc(F)cc2)[C@@H](C)CN([C@H](C)CO)C(=O)c2cc(NC(=O)c3ccccc3)ccc2O1
    23*	5	5	-4	-2	4	3	8	3	3
O=C(C1CC1)N1CCc2cc(Br)c(S(=O)(=O)NCCCN3CCCCC3)cc21
    -1	-2	·	0	-3	-5	2	·	-2	5
Cc1ccc(CN2CC(C(=O)Nc3ccc(S(=O)(=O)N4CCCCC4)cc3)CC2=O)cc1 (stereo not drawn)
    5	-8	5	-1	-11	4	-1	9	0	-6
CC(=O)c1cc(-c2ccc3[nH]ccc3c2)c(=O)n2c1CCC2
    3	3	·	-1	-16	-9	-12	·	1	-5
Cc1nnc(NC(=O)c2c(F)c(F)c(F)c(F)c2F)s1
    -7	-3	2	-1	0	-2	0	-10	-3	2
COc1ccc(OC)c(S(=O)(=O)N2CCC(C(=O)Nc3cccc(C)c3C)CC2)c1
    5	-1	-4	4	4	-3	6	-24	0	-3
CCc1ccc(NC(=O)N2CCN(C(=O)C3CCCO3)CC2)cc1 (stereo not drawn)
    -2	-6	1	-13	-2	-6	6	3	0	-14
S=C(Nc1ccc(OCc2ccccc2)cc1)Nc1cccc(Cl)c1Cl
    -1	8	11	7	2	0	4	-4	1	-1
O=C(NCc1ccccn1)C1CCN(S(=O)(=O)c2ccccc2)CC1
    0	4	8	1	3	-3	2	0	-2	2
